TRPC4 block = inhibitors of mouse TRPC4 channel | B-score at 10 µM | AID 2247 | HEK293 TRPC4beta/mu-opioid, DAMGO-evoked Fluo4 calcium flux; hits give low values | 300,000 tested, 0.39% active | Q9QUQ5;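 active means B-score over 3 SD under the library average, no early fluorescence shift, positive overall ratio signal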
Target sequence (Q9QUQ5 whole entry, looked up): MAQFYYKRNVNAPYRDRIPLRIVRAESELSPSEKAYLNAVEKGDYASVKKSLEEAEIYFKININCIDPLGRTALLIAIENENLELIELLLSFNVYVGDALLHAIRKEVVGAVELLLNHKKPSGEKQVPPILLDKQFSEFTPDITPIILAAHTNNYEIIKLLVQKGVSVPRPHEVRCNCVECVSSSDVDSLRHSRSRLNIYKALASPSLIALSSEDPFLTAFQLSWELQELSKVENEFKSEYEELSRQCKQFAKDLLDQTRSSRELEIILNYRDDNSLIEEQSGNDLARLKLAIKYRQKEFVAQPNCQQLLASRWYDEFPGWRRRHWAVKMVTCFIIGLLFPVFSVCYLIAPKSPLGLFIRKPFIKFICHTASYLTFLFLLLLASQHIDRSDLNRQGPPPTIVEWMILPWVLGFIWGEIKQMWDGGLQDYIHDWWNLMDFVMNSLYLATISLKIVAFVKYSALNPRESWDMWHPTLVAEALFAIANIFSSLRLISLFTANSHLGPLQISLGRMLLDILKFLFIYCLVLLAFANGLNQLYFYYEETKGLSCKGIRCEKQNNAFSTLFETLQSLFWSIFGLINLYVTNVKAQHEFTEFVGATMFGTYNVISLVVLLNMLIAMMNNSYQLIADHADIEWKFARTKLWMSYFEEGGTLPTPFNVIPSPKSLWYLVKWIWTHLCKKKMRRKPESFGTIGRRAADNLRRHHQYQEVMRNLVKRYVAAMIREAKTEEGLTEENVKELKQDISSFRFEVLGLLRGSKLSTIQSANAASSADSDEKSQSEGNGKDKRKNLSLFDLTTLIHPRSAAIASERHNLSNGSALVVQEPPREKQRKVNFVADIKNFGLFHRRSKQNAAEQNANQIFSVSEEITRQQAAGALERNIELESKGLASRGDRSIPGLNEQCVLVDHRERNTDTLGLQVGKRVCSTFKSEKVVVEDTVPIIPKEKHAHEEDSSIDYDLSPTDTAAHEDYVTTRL
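material = TRPC4beta/mu-opioid receptor HEK293 cell line | probe or stimulus = sequential submaximal and maximal DAMGO stimulation | compound dosing = one concentration per compound | measured by = Fluo4 Ca2+ flux fluorescence | evaluation = integrated fluorescence ratio relative to baseline, converted to per-well B score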
TRPC4 act = opens the mouse TRPC4 cation channel; B-score at 10 µM; Q9QUQ5; HEK293 TRPC4beta/mu-opioid, Fluo4 calcium fluorescence; hits give high values; 310,000 tested, 0.49% active;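 active means B-score above 5 SD of library B-scores, and initial fluorescence ratio not above library mean plus 5 SD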;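 further: positive B-score marks a calcium rise read as TRPC4 activation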
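Incubation: 45 min room-temperature Fluo4 loading, 110 s read / System: HEK293 cells stably co-expressing mouse TRPC4beta and mu-opioid receptor / Signal: Fluo4 fluorescence, kinetic / Control set: buffer (low) and maximal DAMGO (high) / Measure: integrated baseline-normalised fluorescence ratio, converted to per-well B score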
TRPC6 act = activates the mouse TRPC6 cation channel; Q61143; HEK293-TRPC6 membrane potential dye fluorescence; hits give high values; B-score at 10 µM; 310,000 tested, 0.13% active;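 active means B-score of the integrated fluorescence ratio above library mean plus 3 SD, and starting fluorescence ratio within library mean plus 5 SD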;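 further: higher score means more depolarization so channel activation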
PolyA inh = yeast polyadenylation inhibition | 300,000 tested, 0.02% active | calls only at 12 µM | S. cerevisiae SKY197-pL101 polyadenylation reporter, beta-gal luminescence; efflux-impaired pdr1/pdr3 knockout yeast; score 100 = 6 SD above DMSO;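 active means lowest replicate activity score at least 50, where 100 means six control SD above control mean; inconclusive means lowest score under 50 but half or more replicates reach 50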;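 further: yeast exposed to compound for 9 h at 30 °C; higher score means more reporter readthrough which indicates perturbed polyadenylation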
MrgX1 antag = blocks BAM8-22 activation of human MrgX1 receptor | Q96LB2 | MRGX1-HEK293 calcium flux, Fluo-4, BAM8-22 antagonism; hits give low values | B-score at 10 µM | 310,000 tested, 1.3% active | AID 588676;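 active means calcium-response B-score plate-corrected more than 3 library SD below zero, starting fluorescence within 5 deviations, no agonist response on first addition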;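 further: peak minus trough fluorescence over baseline after final BAM8-22 challenge near maximal dose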
AI-2 QS modul = modulators of Vibrio harveyi AI-2 quorum sensing system; Vibrio harveyi JMH597 AI-2 luminescence/OD600 ratio, 9 h; hits give low values; strain lacks LuxN and CqsS sensors; 0 = neutral-control median; activity change, % at 7.5 µM; 300,000 tested, 0.4% active; in the data active means activity change below about -75%, passing the limit was not always enough; inconclusive means no clear call, values can overlap the other calls;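 further: luminescence divided by OD600 gain over 9 h not by final OD600 alone; inactives centre near 13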
MrgX1 ag = agonists of human MrgX1 receptor; Q96LB2; MrgX1-HEK293 cells, Fluo-4 calcium fluorescence, agonist mode; hits give high values; B-score at 10 µM; 310,000 tested, 0.44% active; AID 588627;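 active means calcium response B-score plate-corrected fluorescence ratio at least 3 library SD, with starting fluorescence B-score inside 5 SD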
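Test system: HEK293 cells stably expressing human MrgX1 receptor; amount: 15,000 cells per well; doses: compound delivered in addition one of three; times: overnight plating before 1 h dye loading; detection: Fluo-4 NW calcium-flux fluorescence, kinetic read; read-out basis: B-scored fluorescence response ratio; controls: positive and negative controls per plate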
TRPC4 PAM = allosteric potentiators of mouse TRPC4 channel | Q9QUQ5 | HEK293 TRPC4beta/mu-opioid, DAMGO EC20, Fluo-4 Ca2+ flux; hits give high values | B-score at 10 µM | 310,000 tested, 0.42% active | AID 2227;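 active means B-score of calcium response area above 5 SD of library B-scores, with initial fluorescence ratio within 5 SD of library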;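 further: B-score of integrated fluorescence ratio over time as area under calcium response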
MrgX1 allo act = allosterically activates human MrgX1 receptor signaling; Q96LB2; MrgX1-HEK293, Fluo-4 calcium flux, FDSS; hits give high values; B-score at 10 µM; 310,000 tested, 0.63% active; AID 588675;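 active means plate-corrected calcium response at least 3 library SD above typical, normal starting fluorescence, not activating the receptor alone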;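 further: compound read alongside a low EC10 to EC30 dose of BAM8-22 agonist; peak minus trough fluorescence over baseline measured at the second addition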
TRPC6 inh = inhibitors of mouse TRPC6 channel. B-score at 10 µM. HEK293-TRPC6, membrane potential dye, ACh-evoked depolarization; hits give low values. Q61143. 310,000 tested, 1.1% active. AID 2553;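 active means B-score under library mean minus 3 SD, initial fluorescence not abnormally high, positive integrated signal ratio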;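 further: B-score derived from integrated fluorescence ratio over the kinetic read; more negative B-score means stronger inhibition of depolarization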
HIF act = HIF pathway transcriptional activation; U2OS HRE-luciferase reporter, luminescence; normalized: DMSO 0%, desferrioxamine 100%; activation, % at 7.5 µM (by protocol); 300,000 tested, 0.32% active;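 active means mean activation of at least 10% of the iron chelator positive control signal, with at least half of replicates also reaching 10%; inconclusive means mean and replicate majority disagree about reaching 10%; inactive means mean and most replicates under 10%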
* hit, by the source's call; i = inactive; ? = inconclusive; · = not tested or not shown. A portion of the library (hit frequency here may not be typical).

Sequence of screens: TRPC4 act	HIF act	TRPC6 inh	TRPC4 PAM	AI-2 QS modul	MrgX1 antag	TRPC4 block	TRPC6 act	MrgX1 ag	MrgX1 allo act	PolyA inh
Cc1ccccc1-c1nsc(SCC(=O)NCc2ccc3c(c2)OCO3)n1
 : i	0.2	i	i	14	i	i	i	i	i	i
CCCn1c(=O)[nH]c(=O)c2c1nc(-c1ccc(C#N)cc1)n2CCOC
 : i	-0.2	i	i	7	i	i	i	i	i	i
Cc1nc2c(C#N)c[nH]n2c(=O)c1Cc1ccccc1
 : i	-0.2	i	i	23	i	i	i	i	i	i
CN(C)S(=O)(=O)c1ccc(NC(=O)C2CC3C=CC2C3)cc1 (stereo unspecified)
 : i	-0.4	i	i	?	i	i	i	i	i	i
CCOC(=O)C1C(=O)CC(C)(O)C(C(=O)OCC)C1c1ccc(C)s1 (stereo unspecified)
 : i	-0.2	i	i	12	i	i	i	i	i	i
O=C(COc1ccc(Br)cc1Br)NC1CCS(=O)(=O)C1 (stereo unspecified)
 : i	1.2	i	i	14	i	i	i	i	i	i
COc1ccc2c(c1)C1NC(=S)NC(C)(O2)C1C(=O)Nc1ccccc1C (stereo unspecified)
 : i	-1.3	i	i	21	i	i	i	i	i	i
CCn1c(SCC(=O)N2c3ccccc3CCc3ccccc32)nnc1-c1ccc(OC)cc1
 : i	-0.1	i	i	9	i	i	i	i	i	i
C[C@H](C(=O)CC(=O)OC(C)(C)C)[C@H](O)c1ccc(C(F)(F)F)cc1
 : i	-2.4	i	i	?	i	i	i	i	i	i
CC(=O)N1CCCc2cc(S(=O)(=O)N3CCCC(C(=O)Nc4cccc(F)c4)C3)ccc21 (stereo unspecified)
 : i	-0.1	i	i	24	i	i	i	i	i	i
C=CCSc1nc(NC)c2sccc2n1
 : i	-0.2	i	i	2	i	i	i	i	i	i
CC(NC(=O)c1ccco1)C(=O)OC(C)C(=O)NCc1ccccc1 (stereo unspecified)
 : i	-0.4	i	i	19	i	i	i	i	i	i
O=C(NCc1nnnn1-c1ccc(Cl)cc1)c1ccc(Br)o1
 : i	0.3	i	i	18	i	i	i	i	i	i
CC(C)CNC(=O)C1Nc2ccc(C(F)(F)F)cc2C2C=CCC12 (stereo unspecified)
 : i	1.2	i	i	9	i	i	i	i	i	i
CN(C)/C=C1\C=C2C(=O)c3ccccc3N2C1=O
 : i	-0.2	i	i	6	i	i	i	i	i	i
COc1ccc(CCN2Cc3c(cccc3[N+](=O)[O-])C2=O)cc1OC
 : i	0.8	i	i	-3	i	i	i	i	i	i
Cc1cccc(NC(=O)/C=C/c2ccc(Cl)cc2)n1
 : i	3.2	i	i	4	i	i	i	i	i	i
COC(=O)c1cccc(NC(=O)C23CC4CC(C2)CC(n2cncn2)(C4)C3)c1
 : i	-0.1	i	i	18	i	i	i	i	i	i
COc1ccc(C(=O)N2CCCc3ccccc32)cc1Br
 : i	0.6	i	i	23	i	i	i	i	i	i
Cc1ccc(N(CC(=O)NC2CC3CCC2C3)S(C)(=O)=O)cc1C (stereo unspecified)
 : i	0.0	i	i	12	i	i	i	i	i	i
CC(C)C(=O)Nc1cccc(NC(=O)CCN2C(=O)c3ccccc3S2(=O)=O)c1
 : i	0.1	i	i	22	i	i	i	i	i	i
Cc1cc(C(=O)OC(C(=O)Nc2cccc(C(F)(F)F)c2)c2ccccc2)c(C)o1 (stereo unspecified)
 : i	0.2	i	i	28	i	i	i	i	i	i
COc1ccccc1N1CCN(S(=O)(=O)CCNC(=O)c2ccccc2Br)CC1
 : i	0.0	i	i	27	i	i	i	i	i	i
CCOc1cccc(C(=O)Nc2ccc(N3CCCC3)cc2)c1
 : i	0.2	i	i	-4	i	i	i	i	i	i
CC1S/C(=N/N=C2CCC(C(C)(C)C)CC2)NC1=O (stereo unspecified)
 : i	-0.3	i	i	11	i	i	i	i	i	i
CN1CCN(c2ccc(Cl)cc2NC(=O)c2ccc(S(=O)(=O)N3CCCCCC3)cc2)CC1
 : i	0.0	i	i	4	i	i	i	i	i	i
O=C(Nc1ncnc2c1ncn2C1OC(COC(=O)c2ccccc2)C(F)C1O)c1ccccc1 (stereo unspecified)
 : i	1.2	i	i	19	i	i	i	i	i	i
O=C(COc1ccc2c(-c3ccccc3)cc(=O)oc2c1)NCc1ccccn1
 : i	0.1	i	i	13	i	i	i	i	i	i
Cc1c(NS(=O)(=O)c2ccc3[nH]c(=O)[nH]c3c2)c(=O)n(-c2ccccc2)n1C
 : i	-0.1	i	i	11	i	i	i	i	i	i
CCCCNC(=O)N1CCN(C(=O)c2ccco2)CC1
 : i	0.2	i	i	10	i	i	i	i	i	i

Full records, looked up by structure. Order of values: TRPC4 act, HIF act, TRPC6 inh, TRPC4 PAM, AI-2 QS modul, MrgX1 antag, TRPC4 block, TRPC6 act, MrgX1 ag, MrgX1 allo act, PolyA inh
`CN1CCN(c2ccc(Cl)cc2NC(=O)c2ccc(S(=O)(=O)N3CCCCCC3)cc2)CC1` in the list: i, 0.0, i, i, 4, i, i, i, i, i, i
`Cc1cc(C(=O)OC(C(=O)Nc2cccc(C(F)(F)F)c2)c2ccccc2)c(C)o1` (stereo unspecified) in the list: i, 0.2, i, i, 28, i, i, i, i, i, i

Other compounds.
Sequence of screens: TRPC4 act	HIF act	TRPC6 inh	TRPC4 PAM	AI-2 QS modul	MrgX1 antag	TRPC4 block	TRPC6 act	MrgX1 ag	MrgX1 allo act	PolyA inh
O=C(NCC1CCCO1)/C(=C/c1ccccc1F)NC(=O)c1ccccc1 (stereo unspecified)
 : i	1.5	i	i	14	i	i	i	i	i	i
Cc1cccc2sc(N(CCCN3CCOCC3)C(=O)CS(=O)(=O)c3ccc(F)cc3)nc12
 : i	0.0	i	i	1	i	i	i	i	i	i
Cc1cc(C)nc(N/N=C/C2=C(O)CC(c3ccccc3)CC2=O)n1 (stereo unspecified)
 : i	22*	i	i	22	i	i	i	i	i	i
Cn1ncc([N+](=O)[O-])c1C(=O)N/N=C/c1ccc(F)cc1
 : i	·	i	i	10	i	i	i	i	i	i
CC(Sc1ccc2ccccc2c1)C(=O)NC(N)=O (stereo unspecified)
 : i	-0.4	i	i	10	i	i	i	i	i	i
CC(=O)c1ccc(NC(=O)CN2CCCC2)cc1
 : i	2.1	i	i	17	i	i	i	i	i	i
CCOC(=O)c1[nH]c2ccc(OC)cc2c1NC(=S)N1CCN(c2cccc(Cl)c2)CC1
 : i	-0.3	i	i	9	i	i	i	i	i	i
CC(C)C(=O)c1cn(CC(=O)NCc2ccco2)c2ccccc12
 : i	-47	i	i	18	i	i	i	i	i	i
COc1cc(/C=N/N2CCN(Cc3ccccc3)CC2)cc(OC)c1OC(C)=O
 : i	1.2	i	i	10	i	i	i	i	i	i
Cc1nc2cc(N3CCCCC3)c(NC(=O)c3ccncc3)cc2c(=O)n1Cc1ccc(Cl)cc1
 : i	3.9	i	i	16	i	i	i	i	i	i
N#C/C(=C\c1ccc(Cl)cc1)C(=O)Nc1cccnc1
 : i	0.3	i	i	27	i	i	i	i	i	i
O=C(Nc1nnc(SCc2ccccc2Cl)s1)C1COc2ccccc2O1 (stereo unspecified)
 : i	-0.4	i	i	24	i	i	i	i	i	i
Cc1ccc(-n2cccc2/C=N/n2cnnc2)cc1Cl
 : i	0.0	i	i	-22	i	i	i	i	i	i
CCCCNS(=O)(=O)c1ccc2nc(-c3cccnc3)cc(C(=O)NC3CC3)c2c1
 : i	-0.2	i	i	13	i	i	i	i	i	i
C=CCOc1ccc(Br)cc1CNCCCN1CCOCC1
 : i	-0.2	i	i	30	i	i	i	i	i	i
N#CC1(NC(=O)CSc2nnc(-c3ccccc3F)n2N)CCCCC1
 : i	0.5	i	i	24	i	i	i	i	i	i
S=C(NCc1ccccc1)N1CCCCC1
 : i	0.6	i	i	19	i	i	i	i	i	i
CSc1ccccc1NC(=O)Cn1ccsc1=N
 : i	0.0	i	i	34	i	i	i	i	i	i
COC(=O)C(C)(C(=O)OC)c1ccc([N+](=O)[O-])cn1
 : i	-0.2	i	i	-3	i	i	i	i	i	i
O=C(NCc1ccc(Cl)cc1)c1ccc(Cl)cc1[N+](=O)[O-]
 : i	0.1	i	i	-61	i	i	i	i	i	i
CCN(CC)CCCNC(=S)Nc1ccc(Br)cc1
 : i	0.6	i	i	4	i	i	i	i	i	i
CC1CC(C)CN(C(=O)CSCC(=O)O)C1 (stereo unspecified)
 : i	-0.3	i	i	-2	i	i	i	i	i	i
O=C(OCN1C(=O)c2ccccc2C1=O)c1cccc(S(=O)(=O)N2CCOCC2)c1
 : i	-0.4	i	i	18	i	i	i	i	i	i
O=C(CCOc1ccccc1)Nc1ccc(Br)cc1
 : i	0.8	i	i	-62	i	i	i	i	i	i
COc1cc(S(=O)(=O)NCC2CCCO2)c(OC)cc1Cl (stereo unspecified)
 : i	-0.5	i	i	40	i	i	i	i	i	i
COc1cccc(-c2nc(NCc3ccco3)c3ccccc3n2)c1O
 : i	1.4	i	i	22	i	i	i	i	i	i
O=C(NCc1ccco1)C(c1ccccc1F)N(CC1CCCO1)C(=O)Cn1nnc2ccccc21 (stereo unspecified)
 : i	0.6	i	i	19	i	i	i	i	i	i
Cc1n[nH]c(=O)c2c1nnn2Cc1ccc(F)cc1
 : i	-1.2	i	i	0	i	i	i	i	i	i
COc1cccc(C2(O)C(=O)Nc3ccccc32)c1 (stereo unspecified)
 : i	1.1	i	i	-2	i	i	i	i	i	i
Cc1ccc(-n2c3c(cc(C(=O)NCCCN4CCOCC4)c2=O)C(=O)CC(C)(C)C3)cc1
 : i	-0.2	i	i	4	i	i	i	i	i	i
Cc1cc(C)cc(-n2c(SCC(=O)Nc3cccc(S(=O)(=O)NC4=NCCCCC4)c3)nc3ccccc3c2=O)c1
 : i	0.4	i	i	1	i	i	i	i	i	i
